# Diaphorase inh: inhibits diaphorase or chemically oxidizes, flagging diaphorase assay artifacts; diaphorase resazurin-to-resorufin fluorescence, NADH, 16 min; bacterial (C. kluyveri) enzyme, not human; inhibition, % at 20 µM; 190,000 tested, 0.69% active; AID 1217;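 active means primary screen inhibition at 20 µM above a set limit, cut at about 50% in these data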;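 further: plate controls were DMSO with full reaction for no effect and wells lacking NADH for full effect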
#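 Benchmarks: positive control wells lacking NADH, neutral wells with DMSO only. System: bacterial diaphorase enzyme (C. kluyveri). Input: 0.14 U/mL diaphorase, enzyme working solution. Detection: resorufin fluorescence, excitation 544 nm, emission 590 nm. Times: 16-min room-temperature incubation before reading.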
# Diaph act CS: activates diaphorase or chemically reduces, flagging diaphorase assay artifacts; 190,000 tested, 0.005% active; activation factor at 20 µM; Diaphorase/resazurin coupled assay, resorufin fluorescence, 16 min; active compounds read high; 1 = vehicle wells, 0 = NADH-free wells;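 active means diaphorase activity raised at least twofold by the compound at 20 µM; inactive means activation factor below 2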
#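 Material: bacterial diaphorase enzyme (C. kluyveri); amount: enzyme 0.07 U/mL final; reagent: NADH substrate 0.114 mM plus resazurin dye 0.1 mM, final; doses: single compound dose of 20 µM, 1% DMSO final; timing: 16 min enzyme reaction, ambient temperature; measured by: fluorescence of resorufin, 544 nm excitation, 590 nm emission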
# STAT1 act: activators of IFN-gamma induced STAT1 signaling; 200,000 tested, 2.6% active; NIH 3T3 STAT1-luciferase reporter, luminescence; 100% = IFN-gamma alone, no compound; AID 932; activation (% of control), % at 5.5 µM;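 active means activation above the screen-wide mean activation plus 3 SD, cut at about 130% in these data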;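 further: raw ratio to IFN-gamma control signal so 100% means no change and 0% no light; values of inactives mirror those of a sister screen read the other way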
# FLuc stim CS: firefly luciferase counter-screen for stimulation assays; P08659; ATPlite luciferase biochemical, luminescence, 10 min; 0 = ATP-free wells, 1 = DMSO control; activation factor at 10 µM; 200,000 tested, under 10 active;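 active means luciferase activation factor, scaled between plate controls, of at least 2 with compound at 10 µM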
# Target sequence (P08659 whole entry, looked up): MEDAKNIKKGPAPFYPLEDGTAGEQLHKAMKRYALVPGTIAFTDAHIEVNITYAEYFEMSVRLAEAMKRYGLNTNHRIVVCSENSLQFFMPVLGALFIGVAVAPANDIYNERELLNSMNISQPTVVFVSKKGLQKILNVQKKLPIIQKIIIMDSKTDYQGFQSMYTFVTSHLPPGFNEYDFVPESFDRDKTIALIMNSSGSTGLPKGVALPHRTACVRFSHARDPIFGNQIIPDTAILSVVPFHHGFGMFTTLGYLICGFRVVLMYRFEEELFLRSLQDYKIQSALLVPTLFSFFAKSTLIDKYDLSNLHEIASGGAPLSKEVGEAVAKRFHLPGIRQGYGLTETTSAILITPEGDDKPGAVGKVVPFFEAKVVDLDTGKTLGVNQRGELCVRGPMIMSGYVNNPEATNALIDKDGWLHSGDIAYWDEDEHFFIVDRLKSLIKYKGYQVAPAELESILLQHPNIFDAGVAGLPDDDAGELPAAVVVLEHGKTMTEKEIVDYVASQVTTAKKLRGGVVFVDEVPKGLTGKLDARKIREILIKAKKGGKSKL
#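 assay system = Luciferase/luciferin detection reagent, cell-free biochemical luciferase assay | also added = ATP substrate | times = 10 min post-reagent at room temperature | measured by = luminescence from luciferase reaction | measure = luciferase activation, seen as luminescence increase over controls | benchmarks = low control with PBS replacing ATP, high control enzyme plus ATP without compound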
# APP 5'UTR act: activates APP 5'UTR luciferase reporter; SH-SY5Y APP 5'UTR luciferase reporter, luminescence; zero percent = DMSO vehicle wells; activation, % at 2 µM; 190,000 tested, 1% active;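 active means activation above a set limit, based on mean plus 3 SD of controls, cut at about 140% in these data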; further: values of inactives mirror those of a sister screen read the other way
# FLuc inhib CS: inhibits firefly luciferase, flagging false hits in luciferase inhibition screens | ATPLite firefly luciferase biochemical luminescence, 10 min | inhibition, % at 10 µM | AID 1006 | 200,000 tested, 1.5% active;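 active means inhibition above about 50% when tested at 10 µM, limit read from the data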
# TLR4-MyD88 BLA: inhibitors of human TLR4-MyD88 binding. inhibition, % at 8.4 µM. 200,000 tested, 0.18% active. O00206+Q99836. HeLa CL3-4 TLR4/MyD88 BLA complementation, FRET ratio. AID 861; in the data active means inhibition above about 25%;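 further: 0% = vehicle and 100% = reference inhibitor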
# G6PDH CS: inhibits Leuconostoc G6PDH, flagging false hits in G6PDH-based assays | 200,000 tested, 0.12% active | Purified L. mesenteroides G6PDH, diaphorase/resazurin coupled fluorescence, 45 min | inhibition, % at 5 µM; in the data active means inhibition above about 50%
# NF-kB expr up: compounds increasing NF-kB expression in human neuronal cells; fold change at 12.5 µM; NF-kB reporter expression; active compounds read high; 190,000 tested, 1.6% active; AID 1239; in the data active means fold change above about 3.3
# APP 5UTR inh: APP translation inhibition; SH-SY5Y APP 5'UTR-luciferase reporter, luminescence; AID 1285; 190,000 tested, 0.82% active; inhibition, % at 2 µM;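 active means inhibition above a set limit, derived from the sample mean plus 3 SD, cut at about 45% in these data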; further: values of inactives mirror those of a sister screen read the other way
# * = called active by the depositor; . = not tested or not shown.
# Preview, three compounds:
Compound	Diaph act CS	STAT1 act	NF-kB expr up	FLuc inhib CS	FLuc stim CS	TLR4-MyD88 BLA	APP 5UTR inh	APP 5'UTR act	Diaphorase inh	G6PDH CS
Cc1[nH]c(=O)[nH]c(=O)c1/C=N/NC(=O)[C@@H](NC(=O)OC(C)(C)C)C(C)C	0.9	99.5	1.04	-2.4	1	5.3	-19.5	19.5	14.5	13.7
Cc1cc(OCC(=O)OCC(=O)Nc2cc(C(F)(F)F)ccc2N2CCOCC2)ccc1Cl	0.8	84.9	1.63	-6.2	1.1	-12.7	-4.1	4.1	23.8	-9.2
CCOc1ccc(CN2CCCC(CNC(=O)c3ccc(F)cc3)C2)cc1CO (centres undefined)	1	99.7	0.95	-2.5	1	18.1	-2.5	2.5	2.4	9.6

# Main list, from the start:
Compound	Diaph act CS	STAT1 act	NF-kB expr up	FLuc inhib CS	FLuc stim CS	TLR4-MyD88 BLA	APP 5UTR inh	APP 5'UTR act	Diaphorase inh	G6PDH CS
Cc1[nH]c(=O)[nH]c(=O)c1/C=N/NC(=O)[C@@H](NC(=O)OC(C)(C)C)C(C)C	0.9	99.5	1.04	-2.4	1	5.3	-19.5	19.5	14.5	13.7
Cc1cc(OCC(=O)OCC(=O)Nc2cc(C(F)(F)F)ccc2N2CCOCC2)ccc1Cl	0.8	84.9	1.63	-6.2	1.1	-12.7	-4.1	4.1	23.8	-9.2
CCOc1ccc(CN2CCCC(CNC(=O)c3ccc(F)cc3)C2)cc1CO (centres undefined)	1	99.7	0.95	-2.5	1	18.1	-2.5	2.5	2.4	9.6
O=[N+]([O-])c1cc(C(F)(F)F)ccc1NCCCCNS(=O)(=O)c1ccc2ccccc2c1	0.8	93.1	0.94	-3.6	1	-5.8	1.7	-1.7	19.2	-2.0
Fc1ccccc1CNc1ccc(Cl)c(Cl)c1	0.8	103.4	1.25	-4.2	1	2.3	-4.9	4.9	15.9	7.3
O=C(N/N=C/C=C/c1ccc([N+](=O)[O-])cc1)C1COc2ccccc2O1 (centres undefined)	1	91.1	0.9	-1.2	1	-4.6	11.9	-11.9	-0.9	-18.6
Cc1nc2scc(-c3cccs3)c2c(=O)n1-n1cccc1	0.9	100.1	1.22	-1.9	1	0.0	2.2	-2.2	8.8	-5.4
O=c1oc(Nc2ccccc2F)nc2ccccc12	0.9	115.6	1.88	11.1	0.9	-6.3	-16.3	16.3	12.7	0.7
CC(=O)c1ccc(OCCCC(=O)N2CCN(S(=O)(=O)c3cccs3)CC2)cc1	0.8	98.4	0.86	-7.2	1.1	-1.4	20.3	-20.3	20.6	0.4
CCN1CCN(C(CC(C)C)c2nnnn2CS(=O)(=O)c2ccc(C)cc2)CC1 (centres undefined)	1	101.9	1.02	-6.9	1.1	-12.5	15.0	-15.0	-3.4	0.1
CCOC(=O)c1cc2cc([N+](=O)[O-])cc(OC)c2oc1=O	1	101.5	1.03	-0.5	1	23.0	-7.4	7.4	4.2	4.3
COc1cccc2cc(-c3nnc(-c4ccccc4)o3)c(=O)oc12	.	120.4	1.86	91.3*	0.1	0.3	-137.7	137.7*	.	10.6
COC(=O)c1oc2ccc(Br)cc2c1NC(=O)c1ccccc1	1	106.4	1.11	-0.1	1	7.5	-7.8	7.8	-4.6	-3.2
COc1cc(C)nc(OCCNC(=O)COc2ccc(Cl)cc2Cl)n1	1	94.4	1.21	-3.2	1	-6.5	-12.6	12.6	2.2	2.2
COc1cc(C(=O)NCc2ccc(C)cc2)ccc1OCc1c(C)noc1C	1	97.6	1.14	-3.7	1	3.5	5.0	-5.0	-0.4	-2.5
CC(C)OC(=O)CSc1nnc(CNc2nc(-c3ccccc3)cs2)n1C	0.9	98.9	1.02	-8.0	1.1	-3.0	-13.8	13.8	12.0	4.5
Cc1ccc(CSc2nc3c(c(SCC(=O)O)n2)CCCC3)cc1	0.9	98.0	1.13	-0.5	1	6.7	-3.8	3.8	11.0	8.1
Cc1ccc(NC(=O)CO/N=C/c2ccc(N(C)C)cc2)cc1	0.9	106.1	0.92	4.3	1	7.0	-7.4	7.4	13.4	5.8
C#CCOCCOCCOCCNc1nc(N2CCN(C(=O)[C@H](Cc3cc4ccccc4[nH]3)n3cc([C@@H](N)C(C)CC)nn3)CC2)nc(N2CCN(C(=O)[C@H](CCCCN)n3cc([C@@H](N)CC(C)C)nn3)CC2)n1 (some centres undefined)	1.9	95.3	1	-1.5	1	9.4	4.2	-4.2	-88.8	3.9
Cc1cccc(-c2noc(CCCC(=O)Nc3cccnc3)n2)c1	1	98.1	0.96	-4.6	1	-0.1	-5.6	5.6	-1.9	2.0
CCC(=O)Nc1nc2ccc(S(C)(=O)=O)cc2s1	0.9	131.3*	1.57	-4.5	1	18.0	9.9	-9.9	6.3	3.5
Cc1[nH]n(-c2ccc([N+](=O)[O-])cc2)c(=O)c1C=NCCc1ccc(S(N)(=O)=O)cc1	0.9	93.0	0.91	-2.6	1	5.2	6.7	-6.7	9.8	7.1
CC(NC(=O)c1cc(=O)[nH]c2ccc(Br)cc12)c1ccccc1 (centres undefined)	1.1	96.5	1.2	-4.9	1	-23.7	2.2	-2.2	-8.4	1.3
Cc1ccc2nc(-c3ccccn3)c(Nc3ccccc3C)n2c1	0.9	100.0	0.64	-2.3	1	-10.3	38.1	-38.1	6.7	14.2
CC(C)(CNC(=O)c1ccc([N+](=O)[O-])c(Cl)c1)CNC(=O)c1ccc([N+](=O)[O-])c(Cl)c1	0.8	97.8	0.58	0.8	1	10.9	-5.5	5.5	19.0	11.9
O=C(Nc1ccc2c(c1)oc1ccccc12)C1CC1	0.9	117.7	2.59	9.8	0.9	5.4	-103.6	103.6	6.8	2.8
O=C1c2ccccc2C(=O)N1CCCSc1nc2ccccc2o1	0.9	89.4	1.21	-6.2	1.1	0.3	3.2	-3.2	5.7	7.3
Cc1ccc(-c2nc3ccccc3[nH]2)cc1N	0.9	117.6	6.83*	80.7*	0.2	-6.6	-201.3	201.3*	11.0	-1.0
O=S(=O)(Nc1ccc(Cc2ccncc2)cc1)c1ccc(Br)s1	0.8	94.1	0.94	-6.6	1.1	15.6	-1.4	1.4	15.3	2.8
CCC(=O)Nc1nnc(SCC(=O)N2c3ccccc3CC2C)s1 (centres undefined)	0.8	93.7	1.02	-5.6	1.1	-2.2	-17.4	17.4	18.3	-2.5
CCc1nnc(N/N=C/c2c(C)[nH]c3ccccc23)n1N	0.9	112.9	0.77	-3.6	1	-1.2	-17.1	17.1	9.3	8.6
CC(C)CSc1nnc2c(n1)[nH]c1ccccc12	0.9	152.8*	4.83*	28.4	0.7	4.8	-129.7	129.7	6.2	-1.6
O=C(COC(=O)CCc1ccccc1)NC12CC3CC(CC(C3)C1)C2	0.3	89.4	1.11	-5.5	1.1	3.4	-4.4	4.4	71.2*	2.8
CCc1ccc(N(C2C=CS(=O)(=O)C2)S(=O)(=O)c2ccccc2)cc1 (centres undefined)	0.9	100.8	1.09	-1.7	1	4.1	-0.9	0.9	5.4	-4.2
Cc1cc(CN2C(=O)c3ccccc3C2=O)cc(N2CCOCC2)c1	0.8	101.6	0.92	-4.3	1	-2.9	-7.8	7.8	17.7	-3.0
Cc1cccc(NC(=O)CCC(=O)N/N=C/c2cc([N+](=O)[O-])ccc2O)c1	0.5	98.6	1.44	-4.4	1	-2.1	-15.0	15.0	46.2	-3.2
CCCCn1c(=O)[nH]c(=O)c2c1nc(-c1ccc(OCCC)c(OCC)c1)n2CCOC	0.9	95.4	0.95	-1.2	1	-0.9	5.3	-5.3	14.6	6.7
O=C(COC(=O)c1ccc(-c2ccc([N+](=O)[O-])cc2)o1)NC(=O)NC1CCCCC1	0.8	103.2	1.04	2.3	1	1.2	2.1	-2.1	15.9	-43.2
CCOC(=O)c1cc(NC(=O)c2ccc(C)cc2)c(=O)oc1C(F)(F)F	0.9	102.5	1.49	3.3	1	1.3	0.6	-0.6	6.1	-1.6
Cn1c(/C=N/Nc2nc3ccccc3[nH]2)nc2ccccc21	1.2	116.0	1.2	82.8*	0.2	0.7	-34.8	34.8	-18.4	4.7
Cc1cc(C)cc(NC(=S)Nc2ccc3cn[nH]c3c2)c1	0.9	100.0	0.88	-8.4	1.1	-6.2	10.1	-10.1	12.8	5.1
Cc1ccc(NC(=O)c2cccs2)cc1NC(=O)c1ccco1	1	95.7	1.1	2.1	1	-6.7	-7.5	7.5	0.4	0.1
CCOc1ccc(N(CC(=O)NCCSc2ccccn2)S(C)(=O)=O)cc1	0.9	103.1	1.06	-3.4	1	-4.4	-7.9	7.9	6.8	5.5
CC(C)(C)NS(=O)(=O)c1cc(C(=O)Nc2sccc2C#N)ccc1Cl	0.8	81.7	0.92	-2.7	1	-0.3	-3.2	3.2	18.1	4.7
CCc1nc(NCCN2CCOCC2)c(C#N)c2c1CCCC2	0.9	101.4	1.33	-9.1	1.1	-10.9	2.2	-2.2	10.5	-9.0
COC(=O)c1ccccc1S(=O)(=O)N1CCC(C(=O)OC(C)C(=O)NC(N)=O)CC1 (centres undefined)	1	92.3	1.11	-7.9	1.1	-4.9	-10.2	10.2	1.7	4.7
COc1ccc(NC(=O)C2OCCc3ccccc32)c(OC)c1 (centres undefined)	0.9	96.8	1.12	-4.6	1	8.6	-7.8	7.8	10.1	-6.5
COc1ccc(C2SCCN2S(=O)(=O)c2ccc(NC(C)=O)cc2)cc1 (centres undefined)	1	99.5	0.94	-6.6	1.1	-10.3	1.8	-1.8	2.8	12.5
Cc1ccc(SCC(=O)Nc2nccs2)cc1	1	99.4	1.8	9.7	0.9	0.2	-26.7	26.7	1.3	13.3

# An excerpt from above in order of their number in Diaphorase inh, high to low.
molecule,Diaph act CS,STAT1 act,NF-kB expr up,FLuc inhib CS,TLR4-MyD88 BLA,APP 5UTR inh,APP 5'UTR act,Diaphorase inh,G6PDH CS
O=C(COC(=O)CCc1ccccc1)NC12CC3CC(CC(C3)C1)C2,0.3,89.4,1.11,-5.5,3.4,-4.4,4.4,71.2*,2.8
CC(C)(C)NS(=O)(=O)c1cc(C(=O)Nc2sccc2C#N)ccc1Cl,0.8,81.7,0.92,-2.7,-0.3,-3.2,3.2,18.1,4.7
CCc1ccc(N(C2C=CS(=O)(=O)C2)S(=O)(=O)c2ccccc2)cc1 (centres undefined),0.9,100.8,1.09,-1.7,4.1,-0.9,0.9,5.4,-4.2

# Sorted by formula weight (low to high): part of the list above.
Compound	Diaph act CS	STAT1 act	NF-kB expr up	FLuc inhib CS	FLuc stim CS	TLR4-MyD88 BLA	APP 5UTR inh	APP 5'UTR act	Diaphorase inh	G6PDH CS
O=C(Nc1ccc2c(c1)oc1ccccc12)C1CC1	0.9	117.7	2.59	9.8	0.9	5.4	-103.6	103.6	6.8	2.8
Cn1c(/C=N/Nc2nc3ccccc3[nH]2)nc2ccccc21	1.2	116.0	1.2	82.8*	0.2	0.7	-34.8	34.8	-18.4	4.7
Cc1ccc(NC(=O)CO/N=C/c2ccc(N(C)C)cc2)cc1	0.9	106.1	0.92	4.3	1	7.0	-7.4	7.4	13.4	5.8
